A-T KAP1 phos: candidate therapy for ataxia-telangiectasia. […] A-T fibroblasts, KAP-1 phosphorylation AlphaLISA; neocarzinostatin DNA damage 30 min before lysis. Potency, µM (titrated, usually from 57.5 µM), for inactives: top-dose activation, most hits filed as activators. actives 0.19% (n = 320,000); further: potency means the concentration at half of the fitted maximal effect; % of control where 0% means no effect; nearly all actives have a fitted effect of over 45% in size
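ATM-like activity read as KAP-1 phosphorylation via AlphaLISA donor/acceptor antibody pairs after lysis and 6 hr at 25C. Cells were ATM-null patient fibroblasts ([…], hTERT), dosed 60 min, then exposed to the DSB inducer NCS for 30 min.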
TRPV1 agonist: activates the human vanilloid receptor TRPV1. TRPV1-expressing cells, Fluo-8 calcium influx, agonist mode. Q8NER1. activation, % at 8.33 µM. actives 0.19% (n = 320,000); in the data active means activation above about 80%; inconclusive means between about 30% and that limit; further: 0% is about no effect
Target sequence (Q8NER1 whole entry, looked up): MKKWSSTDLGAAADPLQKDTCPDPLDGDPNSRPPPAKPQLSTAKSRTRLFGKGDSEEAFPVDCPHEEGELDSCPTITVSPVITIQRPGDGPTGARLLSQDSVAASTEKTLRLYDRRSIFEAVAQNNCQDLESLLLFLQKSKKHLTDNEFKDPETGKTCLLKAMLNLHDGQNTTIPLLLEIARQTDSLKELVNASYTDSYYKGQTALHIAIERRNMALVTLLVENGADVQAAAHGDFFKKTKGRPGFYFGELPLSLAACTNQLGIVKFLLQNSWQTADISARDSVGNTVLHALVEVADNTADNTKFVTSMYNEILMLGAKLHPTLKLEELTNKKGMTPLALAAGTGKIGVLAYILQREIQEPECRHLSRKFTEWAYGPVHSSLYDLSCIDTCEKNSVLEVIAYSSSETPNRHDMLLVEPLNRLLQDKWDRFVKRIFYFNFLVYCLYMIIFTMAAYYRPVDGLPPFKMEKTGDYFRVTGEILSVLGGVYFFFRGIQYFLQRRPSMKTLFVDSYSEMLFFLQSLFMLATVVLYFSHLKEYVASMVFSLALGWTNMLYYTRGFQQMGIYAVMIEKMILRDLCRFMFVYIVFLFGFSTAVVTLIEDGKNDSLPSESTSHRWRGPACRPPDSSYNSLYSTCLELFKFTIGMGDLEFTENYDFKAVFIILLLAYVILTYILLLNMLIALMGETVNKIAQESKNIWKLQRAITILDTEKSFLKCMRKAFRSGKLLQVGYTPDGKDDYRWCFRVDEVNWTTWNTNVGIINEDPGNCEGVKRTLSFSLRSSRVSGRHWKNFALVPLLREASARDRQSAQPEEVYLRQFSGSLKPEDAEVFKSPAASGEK
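Fluo-8 calcium influx in TRPV1-expressing cells, kinetic read (ex 480/em 520 nm). Compound added and read 3 min for agonist activity, followed by capsaicin at EC20 final and 2 min further read for enhancement.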
KCNH2 3.1 inh: blocks the human KCNH2 3.1 channel isoform; actives 0.95% (n = 340,000); activity change, % (tested at about 1.8 µM); U2OS KCNH2 3.1, thallium flux FluxOr; hits give low values; AID 720553;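 active means maximum activity change below -70%; inconclusive means maximum activity change from -70% to -50%; inactive means maximum activity change above -50%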;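 further: thallium influx rate constant from kinetic fluorescence after stimulation buffer; on the % scale 0 is the no-effect control and ±100 the full control effect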
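Channel expression came from 3.1 mutant virus (1.77 x 10^8 /mL) applied to suspended U2OS cells for 4 h. Flux was tracked with FluxOr dye plus Red40 quencher, and kinetic rate constants normalized to controls.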
KCNH2 WT inh: inhibitors of human wildtype KCNH2 potassium channel; U2OS, BacMam KCNH2, thallium flux FluxOr; hits give low values; activity change, % at 1.84 µM; actives 0.37% (n = 340,000);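 active means maximum activity change below -70%; inconclusive means maximum activity change between -70% and -50%; inactive means maximum activity change above -50%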; further: on the % scale 0 is the no-effect control and ±100 the full control effect
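U2OS cells transduced with wild-type KCNH2 virus are loaded with FluxOr dye for 45 min, and thallium flux is measured in kinetic reads before and after stimulation buffer. Rate constants are normalized to DMSO controls.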
Mito fusion yeast: blocks mitochondrial division or promotes mitochondrial fusion; actives 0.23% (n = 320,000); Potency, µM (top dose mostly 46.1 µM), for inactives: top-dose growth rescue (activation), hits mostly activators; S. cerevisiae fusion-defective mutant growth rescue, CellTiterGlo 48 h; AID 485298;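 further: potency means the concentration at half of the fitted maximal effect; % of control where 0% means no effect; nearly all actives have a fitted effect of over 45% in size; temperature-sensitive fusion mutants such as fzo1-1 at 37 °C on non-fermentable ethanol glycerol medium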
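Read-out: ATP-based luminescence (CellTiterGlo, 10 min ambient) reporting growth of fusion-defective ts yeast after 48 hours at 37C on glycerol/ethanol YPEG medium in the presence of compound.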
ELG1 DNA repair: inhibitors of ELG1-dependent DNA repair in HEK293T cells. Potency, µM (titrated, usually from 46.1 µM), for inactives: at the top dose activity change, negative = inhibition, usual class: inhibitors. HEK293T ELG1-luciferase reporter, luminescence, 16 h; DNA damage induced by 5-fluorouridine. actives 2.3% (n = 330,000); further: potency means the concentration at half of the fitted maximal effect; on the % scale 0 is the no-effect control and ±100 the full control effect; nearly all actives have a fitted effect of over 55% in size
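5-Fluorouridine DNA damage + compound/DMSO, 2,000 cells/well, 16 h, 37 °C/5% CO2. ONE-Glo, 30 min RT, luminescence. Readout = decrease in reporter signal.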
Eya2 phos inh: inhibitors of human Eya2 phosphatase activity; O00167; actives 0.006% (n = 330,000); AID 488837; recombinant Eya2, OMFP fluorescence dephosphorylation (OMFP is methylfluorescein phosphate); Potency, µM (doses to about 76.9 µM), without a hit: at the highest dose activity, negative = inhibition, actives largely listed as inhibitors; further: potency means the concentration at half of the fitted maximal effect; on the % scale 0 is the no-effect control and ±100 the full control effect
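Eya2 (0.2 uM) preincubated 10 min at ambient with compound, then OMFP substrate added at 50 uM; 10 min reaction in 50 mM HEPES pH 7.5, 50 mM NaCl, 5 uM MgCl2, 0.05% BSA, 1 mM DTT. Fluorescence read at Ex 485/Em 525 nm.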
USP2a inh: blocks human ubiquitin-specific protease USP2a. O75604. USP2 core, Ub-CHOP2 coupled fluorogenic reporter, 485/531. Potency, µM (top dose mostly 38.3 µM), for the others: at the highest dose activity change, negative = inhibition, actives largely listed as inhibitors. actives 0.01% (n = 330,000). AID 463254;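 further: potency means the concentration at half of the fitted maximal effect; plate controls were DMSO wells for no effect and full inhibition by NEM control for full effect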
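USP2 core (10nM final) preincubated 30min RT with compound in 20mM Tris-HCl pH 8.0, 2mM CaCl2, 2mM beta-mercaptoethanol, 0.05% CHAPS; 25nM Ub-CHOP2 plus 25nM reporter substrate added, fluorescence (Ex485/Em531) read after 60min.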
TCR act: activators of T cell receptors. primary human leukocytes, anti-CD3, IL-2 HTRF, 48 h. Potency, µM (doses to about 9.22 µM), without a hit: at the highest dose activation of IL-2 secretion, hits mostly activators. 330,000 tested, under 10 active. AID 504894; further: % of control where 0% means no effect
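Compounds are tested in HTS on primary human leukocytes co-incubated with a-CD3 beads for 48 hr. IL-2 output is measured by time-resolved FRET.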
TSHR antag: human thyrotropin receptor antagonism | AID 504810 | actives 0.2% (n = 330,000) | activity change, negative = inhibition, % at 11.5 µM | P16473 | TSHR-expressing cells, TSH-stimulated cAMP HTRF, 2 h; hits give low values;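 active means activity change below a set negative limit, meaning inhibition stronger than a set level, cut at about -70% in these data; inconclusive means activity change between two set negative limits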; further: on the % scale 0 is the no-effect control and ±100 the full control effect
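Antagonism was scored as loss of TSH-driven cAMP in TSHR cells, stimulated with 4nM TSH (EC80) for 2 hours at 37 deg C and detected by homogeneous HTRF competition immunoassay.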
* hit, by the source's call; ? = inconclusive; · = not tested or not shown; [ ] = remark or other dose. Unless noted, the call rests on the fitted dose curve; in most records, active means well fitted curve in the direction sought with a large enough effect; inconclusive means small, poorly fitted or top-dose-only effect, or another doubt; inactive means no such curve, though single readings can be large; an effect the other way counts as inactive or inconclusive. These rows are one share of the data, so the mix of outcomes need not match the whole.

SMILES	A-T KAP1 phos	TRPV1 agonist	KCNH2 3.1 inh	KCNH2 WT inh	Mito fusion yeast	ELG1 DNA repair	Eya2 phos inh	USP2a inh	TCR act	TSHR antag
C=CCn1c(SCC(=O)c2ccc(O)c(O)c2)nnc1-c1ccccc1OC	0%	3	15	-6	6%	-28%	-5%	0%	-4%	-8
CCOC(=O)N1CCN(C(=O)C2CCN(Cc3ccc(O)c(OCC)c3)CC2)CC1	1%	-1	-21	11	-5%	15%	2%	1%	8%	8
COc1cccc(/C=C/c2ccc3ccccc3n2)c1OC(C)=O	7%	18	18	-1	0%	?	-1%	-1%	4%	8
O=[N+]([O-])c1ccc(Oc2ccc(-c3cnc4ccccc4n3)cc2[N+](=O)[O-])cc1	2%	-2	·	-29	2%	?	-3%	-1%	10%[46.1 µM]	-9
CC(C(=O)Nc1ccccc1C(=O)O)n1c(C(F)(F)F)nc2ccccc21 (stereo not drawn)	1%	-2	1	-5	3%	10%	5%	0%	-1%	5
Cc1cccc(-n2nc(C)c3c2NC2=C(C(=O)CCC2)C3c2ccccn2)c1 (stereo not drawn)	0%	6	6	-9	7%	-15%	-6%	-1%	-5%	2
CCOc1ccc(S(=O)(=O)NCC2(N3CCCCC3)CCCCC2)cc1	-1%	-3	15	19	-1%	-5%	-22%	2%	-1%	5
COc1ccc2nc(C(F)(F)Cl)c(C#N)c(N)c2c1	16%	·	-1	0	-13%	15%	0%	-1%	-5%	-5
COc1ccc(C)cc1NC(=O)C1CCCN(S(=O)(=O)c2ccc3[nH]c(=O)ccc3c2)C1 (stereo not drawn)	-4%	?	7	1	15%	-5%	-9%	1%	-2%	-1
COc1ccc2[nH]c(C(=O)O)c(NS(=O)(=O)c3ccc(C)c(C)c3)c2c1	9%	0	9	-7	2%	9%	7%	-2%	6%	-10
COc1ccc(-c2oc(NC(=O)CSc3ncn[nH]3)c(C#N)c2-c2ccc(OC)cc2)cc1	-2%	?	-17	2	4%	?	5%	-8%	-1%	-18
COc1ccc(-n2cnnc2SCC(=O)N2CCN(S(=O)(=O)c3ccccc3)CC2)cc1	1%	-5	-5	2	-5%	?	17%	1%	1%	21
CCOC(=O)CNc1ncc([N+](=O)[O-])cc1C#N	1%	0	3	3	-6%	4%	6%	5%	-4%[46.1 µM]	0
Cc1oc(-c2ccccc2F)nc1CS(=O)(=O)CC(=O)NCCCN1CC(C)CC(C)C1 (stereo not drawn)	-17%	7	-23	5	-1%	12%	-16%	-1%	0%	-8
COc1ccc(CN(C(=O)CNC(=O)c2ccco2)C(C(=O)NC2CCCC2)c2ccco2)cc1 (stereo not drawn)	-1%	-9	6	21	0%	-6%	-40%	1%	1%	-1
COc1ccc(NC(=S)N2CCC(NC(=O)c3cccc(C)c3)CC2)cc1	0%	1	-21	4	-4%	-3%	-18%	1%	-3%	3
CCCOc1ccc(/C(O)=C2/C(=O)C(=O)N(CCCn3ccnc3)C2c2ccco2)cc1 (stereo not drawn)	-4%	-7	-3	-2	-3%	22%	10%	1%	-4%	-5
CC1(C)CC(NC(=O)COc2ccc(Cl)cc2Cl)CC(C)(C)N1	13%	-4	-9	-18	-2%	8%	-7%	1%	1%	1
O=C(COC(=O)C1CC(=O)N(Cc2ccco2)C1)Nc1ccccc1[N+](=O)[O-] (stereo not drawn)	0%	1	-7	11	-1%	12%	-25%	2%	-2%	-2
Cc1ccc(S(=O)(=O)N2CCN(C(=O)COC(=O)CSc3ccc(C)c(C)c3)CC2)c(C)c1	-10%	1	-9	8	3%	15%	-13%	4%	-14%	5

Complete entries from above. Values in the order: A-T KAP1 phos | TRPV1 agonist | KCNH2 3.1 inh | KCNH2 WT inh | Mito fusion yeast | ELG1 DNA repair | Eya2 phos inh | USP2a inh | TCR act | TSHR antag
COc1ccc(-n2cnnc2SCC(=O)N2CCN(S(=O)(=O)c3ccccc3)CC2)cc1 across the screens: 1% | -5 | -5 | 2 | -5% | ? | 17% | 1% | 1% | 21
Cc1oc(-c2ccccc2F)nc1CS(=O)(=O)CC(=O)NCCCN1CC(C)CC(C)C1 (stereo not drawn) across the screens: -17% | 7 | -23 | 5 | -1% | 12% | -16% | -1% | 0% | -8
COc1ccc(-c2oc(NC(=O)CSc3ncn[nH]3)c(C#N)c2-c2ccc(OC)cc2)cc1 across the screens: -2% | ? | -17 | 2 | 4% | ? | 5% | -8% | -1% | -18
CCOC(=O)CNc1ncc([N+](=O)[O-])cc1C#N across the screens: 1% | 0 | 3 | 3 | -6% | 4% | 6% | 5% | -4%[46.1 µM] | 0
O=C(COC(=O)C1CC(=O)N(Cc2ccco2)C1)Nc1ccccc1[N+](=O)[O-] (stereo not drawn) across the screens: 0% | 1 | -7 | 11 | -1% | 12% | -25% | 2% | -2% | -2

(continued)
SMILES	A-T KAP1 phos	TRPV1 agonist	KCNH2 3.1 inh	KCNH2 WT inh	Mito fusion yeast	ELG1 DNA repair	Eya2 phos inh	USP2a inh	TCR act	TSHR antag
Cc1nnc(NC(=O)c2nc(S(=O)(=O)Cc3ccccc3)ncc2Cl)s1	-1%	-2	3	-2	-22%	?	3%	-1%	3%	11
CCOc1ccccc1C(=O)OCC(=O)NCCNC(=O)COC(=O)c1ccccc1OCC	5%	2	·	1	-3%	9%	11%	3%	0%	2
Cc1cc(=O)n2[nH]c(SCc3ccccc3Cl)nc2n1	3%	-3	-20	3	-13%	1%	-2%	2%	2%	-5
O=C(CSc1nnc(C2CC2)n1Cc1ccccc1)N1CCN(S(=O)(=O)c2ccccc2)CC1	3%	-4	0	-5	1%	-25%	-8%	1%	-8%	-5
CCN(CC)c1ccc(C2C(C(=O)OCCOC(C)C)=C(C)NC3=C2C(=O)CCC3)cc1 (stereo not drawn)	-6%	11	5	-2	0%	1%	11%	4%	0%	-4
O=C(N1CCN(c2ccccn2)CC1)C(Cl)(Cl)Cl	12%	-4	0	2	7%	?	-2%	0%	-4%[46.1 µM]	-3
COc1ccccc1CNC(=O)COC(=O)c1n[nH]c2ccccc12	5%	0	-6	-5	-2%	?	30%	-1%	-1%	10
COc1cc2[nH]c(=O)n(CCC(=O)N3CCC(N4CCCCC4)CC3)c(=O)c2cc1OC	6%	-2	-5	-7	-1%	1%	18%	1%	-2%	-1
CC(C)CC(NS(=O)(=O)c1ccccc1S(=O)(=O)NC(CC(C)C)C(=O)O)C(=O)O (stereo not drawn)	-2%	-4	5	7	-1%	-12%	1%	1%	0%	1
COc1ccc(C2C(C(C)=O)=C(C)N=c3s/c(=C/c4ccc5c(c4)OCO5)c(=O)n32)cc1 (stereo not drawn)	-8%	1	·	·	4%	4%	2%	-3%	·	9
O=C(CCC(=O)c1cccs1)Nc1nnc(C2CC2)s1	-4%	-3	-5	2	-4%	9%	16%	5%	-2%	12
CCCCC(CC)CNCc1cccn1CCN1CCOCC1 (stereo not drawn)	4%	0	6	-4	-3%	-8%	15%	2%	7%	-4
CN(C)c1ccc(NS(=O)(=O)c2ccc(Cl)cc2)cc1	-7%	2	15	-1	0%	6%	-7%	0%	5%[46.1 µM]	15
CCOc1cc(NC(=S)NCC2CCCO2)c(OCC)cc1NC(=O)C1CC1 (stereo not drawn)	-2%	10	12	·	-10%	3%	11%	0%	5%	-4
Cc1cc(CNC(=O)c2ccc(C)c([N+](=O)[O-])c2)c2ccccc2n1	-7%	-3	-14	-25	-5%	4%	10%	13%	-6%	11
c1ccc2c(c1)OCC(c1csc3ncnc(N4CCCC4)c13)O2 (stereo not drawn)	-2%	19	4	3	-12%	?	-3%	3%	5%	-12
O=C(CSc1nnc(CN2CCOCC2)n1-c1ccc(Cl)cc1)Nc1ccc2c(c1)OCO2	-3%	-1	4	2	2%	-16%	13%	0%	·	2
Cc1cccc(N(C(=O)Cn2nnc(-c3ccc(F)cc3)n2)C(C(=O)NC(C)(C)C)c2ccncc2)c1 (stereo not drawn)	2%	4	·	5	-4%	6%	-1%	4%	13%	6
Cc1ccc2nc(SCC(=O)c3c(C)[nH]c4ccccc34)[nH]c2c1	-2%	-4	-18	-1	12%	?	2%	-11%	5%[46.1 µM]	31
O=C(/C=C/Nc1ccc(S(=O)(=O)Nc2cnc3ccccc3n2)cc1)c1cccnc1	-9%	-1	10	9	-3%	14%	-1%	9%	-3%	0
CC(C)C(c1nnnn1Cc1ccco1)N1CCN(C2CCCC2)CC1 (stereo not drawn)	9%	1	·	2	0%	-7%	9%	0%	0%	2
O=C(COC(=O)/C=C/c1ccco1)NCc1ccc(Cl)cc1	9%	23	-22	8	-2%	9%	4%	-1%	1%	-31
Nc1nc(OCC2CCCCC2)c2[nH]cnc2n1	-6%	0	-23	-2	11%	?	2%	-1%	7%	-3
COc1cc(C(=O)N/N=C/c2sccc2C)cc(OC)c1OC	-4%	0	8	-3	0%	6%	-11%	0%	-7%	14
CCOC(=O)N(CC)OC(=O)Nc1ccc(Cl)cc1	4%	2	7	6	0%	?	2%	3%	·	24
Cc1ccc(S(=O)(=O)N2CCOCC2)cc1C(=O)Nc1ccc(S(=O)(=O)Nc2nccs2)cc1	2%	2	-3	-13	0%	1%	-2%	-1%	2%	2
Cc1ccccc1CN(C)Cc1cc(=O)oc2c(C)c(C)ccc12	16%	-1	-19	3	16%	24%	-19%	-4%	0%	7
